Screening data from PubChem BioAssay.
AmpC inh no detg = qHTS Inhibitors of AmpC Beta-Lactamase (assay without detergent) | P00811 | AmpC nitrocefin hydrolysis, absorbance 480 nm, 0.0001% Triton | Potency, µM (doses to about 57.1 µM), for the others: top-dose activity change, negative = inhibition, hits mostly inhibitors | 330,000 compounds, 0.52% hits | AID 485341, 2010;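 also: potency is read from the fitted curve at half-maximal effect; plate controls were no compound for no effect and no enzyme for full effect; nearly all actives have a fitted effect of over 20% in size; some results filed as inactive show a strong effect at the top dose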
Target sequence (P00811 whole entry, looked up): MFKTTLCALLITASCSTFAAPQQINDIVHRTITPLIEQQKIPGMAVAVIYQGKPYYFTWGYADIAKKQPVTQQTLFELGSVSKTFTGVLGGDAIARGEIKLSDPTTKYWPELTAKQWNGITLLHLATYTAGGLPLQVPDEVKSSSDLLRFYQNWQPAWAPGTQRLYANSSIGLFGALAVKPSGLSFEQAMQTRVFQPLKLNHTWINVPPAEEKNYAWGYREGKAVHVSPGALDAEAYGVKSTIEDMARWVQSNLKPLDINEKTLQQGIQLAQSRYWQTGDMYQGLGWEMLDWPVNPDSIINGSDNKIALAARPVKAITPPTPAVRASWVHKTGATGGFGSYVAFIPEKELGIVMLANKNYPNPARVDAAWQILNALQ
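AmpC (5.3 nM in the dispensed reagent) in 20 mM phosphate pH 7.0 with 0.01% (detergent screen) or 0.0001% Triton X-100 was preincubated with compounds for 15 min at room temperature. Nitrocefin was then added from an 800 uM solution, and hydrolysis was followed at 480 nm.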
LmPK inh = qHTS Assay for Inhibitors of Leishmania Mexicana Pyruvate Kinase (LmPK); Potency, µM (highest dose often 57.5 µM), for inactives: top-dose activity change, negative = inhibition, hits mostly inhibitors; Q27686; purified LmPK, Kinase-Glo ATP luminescence, 1 h; AID 1721, 2009; 290,000 compounds, 0.37% hits; also: potency is read from the fitted curve at half-maximal effect
Target sequence (Q27686 whole entry, looked up): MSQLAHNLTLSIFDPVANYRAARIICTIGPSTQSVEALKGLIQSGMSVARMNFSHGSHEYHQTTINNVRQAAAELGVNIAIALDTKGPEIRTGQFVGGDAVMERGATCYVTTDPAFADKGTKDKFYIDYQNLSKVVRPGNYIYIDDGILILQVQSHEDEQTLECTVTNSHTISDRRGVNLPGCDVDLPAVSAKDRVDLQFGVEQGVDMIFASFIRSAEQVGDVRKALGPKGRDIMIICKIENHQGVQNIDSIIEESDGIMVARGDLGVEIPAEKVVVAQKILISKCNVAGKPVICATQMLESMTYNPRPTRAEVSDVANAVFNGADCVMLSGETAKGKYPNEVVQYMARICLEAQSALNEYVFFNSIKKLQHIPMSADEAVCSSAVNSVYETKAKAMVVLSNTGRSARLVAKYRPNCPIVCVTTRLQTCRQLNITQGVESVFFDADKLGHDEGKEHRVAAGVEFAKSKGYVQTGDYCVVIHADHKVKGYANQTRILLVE
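0.1 nM LmPK, 0.5 mM PEP, 0.1 mM ADP; 50 mM imidazole pH 7.2, 7 mM MgCl2, 50 mM KCl; 1 h RT. Kinase-Glo luminescence readout, normalized to no-enzyme (full inhibition) and uninhibited wells.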
AmpC inh detg = qHTS Inhibitors of AmpC Beta-Lactamase (assay with detergent); AID 485294, 2010; 370,000 compounds, 0.041% hits; P00811; AmpC hydrolysis of nitrocefin, absorbance 480 nm, 0.01% Triton; Potency, µM (doses to about 114 µM), inactives show at the top dose activity change, negative = inhibition, actives largely listed as inhibitors;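 also: potency is read from the fitted curve at half-maximal effect; 0% = no-compound wells and -100% = no-enzyme wells; nearly all actives have a fitted effect of over 25% in size; some results filed as inactive show a strong effect at the top dose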
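AmpC (5.3 nM in the dispensed reagent) in 20 mM phosphate pH 7.0 with 0.01% (detergent screen) or 0.0001% Triton X-100 was preincubated with compounds for 15 min at room temperature. Nitrocefin was then added from an 800 uM solution, and hydrolysis was followed at 480 nm.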
HCMV antiviral = qHTS Assay for inhibitors of the human cytomegalovirus (HCMV). HFF cells, HCMV-luciferase reporter, 72 h; active compounds read low. 410,000 compounds, 4.5% hits. activity change, negative = inhibition, % at 57.5 µM. AID 1259415, 2018; in the data active = activity change below about -60%; inconclusive = no clear call, values can overlap the other calls; inactive = above about -39%
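Steps: HFFs plated, 16 h 37C; compounds added; HCMV-luciferase added to MOI 1 PFU/cell; 72 h 37C; OneGlo reagent, 5 min room temperature; luminescence read, normalized to controls.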
AMA1 RON2 block = qHTS for Inhibitors of AMA1-RON; Towards Development of Antimalarial Drug Lead: Primary Screen | 360,000 compounds, 0.2% hits | Plasmodium falciparum AMA1 (3D7) - RON2 peptide interaction | AlphaScreen AMA1-biotinylated RON2 peptide binding | Potency, µM (series often up to 58.2 µM), inactives show top-dose activity change, negative = inhibition, usual class: inhibitors;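 also: potency is read from the fitted curve at half-maximal effect; 0% = vehicle wells and -100% = peptide control; nearly all actives have a fitted effect of over 45% in size; some results filed as inactive show a strong effect at the top dose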
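AMA1 (3D7) with his tag at 25 nM final met compounds first, then biotinylated RON2 peptide at 25 nM; detection used donor plus acceptor beads, 10 µg/mL apiece, read by AlphaScreen after 30 min at room temperature.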
HCV inhibitor = qHTS Assay for Inhibitors of Hepatitis C Virus (HCV). Huh7.5.1 HCVcc-Cre infection, luciferase reporter, 44 h. Potency, µM (series often up to 41.8 µM), inactives show at the top dose activity change, negative = inhibition, actives largely listed as inhibitors. 340,000 compounds, 3.4% hits; also: potency is read from the fitted curve at half-maximal effect
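Reporter virus HCVcc-Cre (~0.5 moi) infects cells exposed to compound; seeding density 1,000 cells/well with 4 h settling beforehand. Luminescence, 15 sec read, taken 44 h post-infection following a 15 min RT substrate incubation.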
Tb PYK inh = qHTS of Trypanosoma Brucei Inhibitors; AID 624173, 2012; Potency, µM (top dose mostly 76.8 µM), without a hit: top-dose activity, negative = inhibition, most hits filed as inhibitors; 410,000 compounds, 0.12% hits; pyruvate kinase (Trypanosoma brucei), Q57TT1; TbPYK enzyme, Kinase-Glo Plus ATP luminescence, 45 min; also: potency is read from the fitted curve at half-maximal effect; nearly all actives have a fitted effect of over 50% in size
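TbPYK + substrate in 50 mM TEA pH 7.2, 100 mM KCl, 10 mM MgCl2, 0.05% BSA, 0.01% Tween-20; cpd pinned; ADP 130 uM final; 45 min RT; Kinase-Glo Plus 10 min; luminescence endpoint.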
An asterisk follows results filed as active; ? = inconclusive; nt = no result given; [ ] = dose if it differs, or a comment. Unless noted, calls follow the shape of the dose curve; as a rule, active = well fitted curve in the direction sought with a large enough effect; inconclusive = small, poorly fitted or top-dose-only effect, or another doubt; inactive = no such curve, though single readings can be large; an effect the other way counts as inactive or inconclusive. Unless noted, % is scaled to controls: 0 for no effect and ±100 for the full control effect.

SMILES	AmpC inh no detg	LmPK inh	AmpC inh detg	HCMV antiviral	AMA1 RON2 block	HCV inhibitor	Tb PYK inh
Cc1ccc(C(=O)NCC(=O)O)cc1S(=O)(=O)N1CCCCC1	-15%	-2%	-9%	84	13%	5%	4%
CCCCNC(=O)CC1Nc2cc(C)c(C)cc2NC1=O (stereo not drawn)	nt	nt	15%	-14	nt	nt	-4%
COc1ccc(-n2c(SCC(=O)Nc3cccc(C)c3C)nc3c([nH]c4ccccc43)c2=O)cc1	nt	nt	4%	102	nt	nt	1%
CCc1nnc(NC(=O)CSc2nc3c(c(=O)n2-c2ccccc2OC)SCC3)s1	23%	0%	11%	nt	1%	-10%	-14%
Cc1nc2c3ccccc3n(CC#N)c(=O)n2n1	-14%	-9%	3%	31	6%	1%	-3%
Cc1ccc(NC(=O)CNc2ccc(Cl)cc2F)cc1	-22%	3%	-7%	-38	8%	3%	3%
CCc1ccc(N(C(=O)C(F)(F)F)C(C(=O)NC2CCCCC2)c2ccncc2)cc1 (stereo not drawn)	0.56µM*	9%	0%	-17	-7%	16%	6%
COc1ccc(-c2noc(CSc3nnc(-c4ccncc4)n3-c3ccc(C)cc3)n2)cc1	nt	nt	-7%	-27	nt	nt	2%
O=C(O)c1ccc(N/N=C/c2cccc3cccnc23)cc1	-33%	6%	2%	55	5%	-3%	5%
Clc1ccc2nc(-c3ccccn3)c(Nc3ccc4c(c3)OCO4)n2c1	-15%	0%	-5%	57	-9%	?	-2%
Cc1ccnc(NC(=O)CCC(=O)N(CC(=O)NC(C)(C)C)c2ccc(F)c(Cl)c2)c1	112%[activator]	-3%	-10%	23	-1%	?	1%
Cc1cccc(N2C(=O)CC(Cn3nc(C)cc3C)C2=O)c1 (stereo not drawn)	-9%	5%	0%	37	6%	11%	-10%
CCn1c(C)nc2cc(C(=O)NNC(=S)NC(=O)c3ccc(OC)cc3)ccc21	-47%	9%	3%	-30	70%[activator]	?	-9%
COc1ccc(OCC(=O)NC(CC(=O)O)c2ccc(OC)c(OC)c2)cc1 (stereo not drawn)	-15%	-3%[11.5 µM]	4%	-22	11%	18%	5%
CC(=O)Nc1ccc(NC(=O)C(C)OC(=O)/C=C/c2cnc3ccccc3n2)cc1 (stereo not drawn)	-12%	0%	-9%	0	-16%	15%	0%
COCCCNC(=O)C(=O)C1C(=O)Nc2ccccc21 (stereo not drawn)	-14%	-2%	4%	50	-19%	7%	0%
C/C(NC(=O)c1cccs1)=C1\C(=O)C[C@@H]2[C@H]1C2(C)C	-28%	9%	?	16	38%[activator]	2%	2%
CCn1c(SCC(=O)Nc2ccc(OC)cc2)nnc1-c1ccco1	-19%	4%	0%	9	-9%	2%	-2%
COc1ccc(Br)cc1C(=O)Nc1ccc(N2CCN(S(C)(=O)=O)CC2)cc1	66%[activator]	0%	1%	-17	44%[activator]	-26%	-3%
COc1ccc(C)cc1NC(=O)CSCc1cc(=O)n2c(C)csc2n1	-29%	nt	-19%	11	12%	-9%	-8%
CC(C)c1ccc(NC(=O)c2cc(S(=O)(=O)NC3CCCCC3)ccc2F)cc1	nt	nt	13%	?	nt	nt	-8%
Cc1cc(=O)[nH]c(N/N=C/c2ccc(Br)s2)n1	-18%	-10%	-12%	58	58%[activator][11.6 µM]	-19%	-19%
COc1ccc(C(=O)Cn2cnc3ccccc3c2=O)cc1OC	-2%	-5%	-3%	21	-28%	-5%	-1%
CCn1nnnc1SCC(=O)c1ccc(C)cc1	-17%	6%	3%	-35	5%	-9%	-3%
CCN(C1CCCCC1)S(=O)(=O)CCNC(=O)c1ccccc1	-14%	nt	?	-12	-4%	6%	8%

Profiles, quoted from the list. Values in the order: AmpC inh no detg | LmPK inh | AmpC inh detg | HCMV antiviral | AMA1 RON2 block | HCV inhibitor | Tb PYK inh
COc1ccc(Br)cc1C(=O)Nc1ccc(N2CCN(S(C)(=O)=O)CC2)cc1 in the list: 66%[activator] | 0% | 1% | -17 | 44%[activator] | -26% | -3%
CCN(C1CCCCC1)S(=O)(=O)CCNC(=O)c1ccccc1 in the list: -14% | nt | ? | -12 | -4% | 6% | 8%

Carrying on.
SMILES	AmpC inh no detg	LmPK inh	AmpC inh detg	HCMV antiviral	AMA1 RON2 block	HCV inhibitor	Tb PYK inh
CCc1ccc(NC(=O)CC2C(=O)N(c3cccc(C)c3)C(=O)N2CCC(C)C)cc1 (stereo not drawn)	nt	nt	-4%	-14	nt	nt	-6%
CCCCCCNS(=O)(=O)c1nc2nc(C)cc(C)n2n1	-4%	1%	-14%	8	5%	-3%	-1%
CCOc1ccccc1NC(=O)CSc1nnnn1-c1ccc(C(=O)OC)cc1	-9%	1%	?	-20	20%	-5%	-7%
CCN(CC)C(=O)c1ccc(-c2nnc(OC)c3ccccc23)cc1	25%	-4%	4%	-66*	-10%	-1%	-3%
CCN(CC)CCN(C(=O)c1ccc(C(=O)c2ccccc2)cc1)c1nc2c(OC)cccc2s1	19%	-8%	1%	24	-1%	0%	-6%
CCCCOC(=O)c1ccc(Nc2nc3ccc(C(=O)c4ccccc4)cc3n3cnnc23)cc1	nt	nt	25%	0	nt	nt	0%[15.4 µM]
COc1c(C)cc(C(=O)C2CCCN(C(=O)Cn3nc(C)nc3C)C2)cc1C (stereo not drawn)	2%	4%	-7%	-8	-5%	4%	2%
CCC(=NCCc1ccc(OC)c(OC)c1)C1=C(O)CC(C)(C)CC1=O	3%	-9%	0%	-1	2%	6%	3%
CCCN1C(=O)c2[nH]nc(-c3ccc(F)cc3)c2C1c1ccccn1 (stereo not drawn)	nt	nt	16%	68	nt	nt	-5%
CN(C(=O)COC(=O)c1ccc(Cl)nc1)c1c(N)n(Cc2ccccc2)c(=O)[nH]c1=O	-5%	nt	1%	0	-6%	8%	5%
COc1ccc(-c2csc(NC(=O)c3cccc(N4C(=O)CCC4=O)c3)n2)cc1C	0%	4%	-1%	?	-15%	nt	-3%
Cc1ccc(F)cc1C(=O)N1CCCCC1c1cc(C(=O)NC(C)C)no1 (stereo not drawn)	nt	nt	nt	-5	-2%	nt	2%
CCOC(=O)C1=CN(Cc2cccc(F)c2)S(=O)(=O)N(C)C1c1ccccc1 (stereo not drawn)	-15%	nt	nt	-13	1%	?	-10%
Cc1cc2c(cc1S(=O)(=O)Nc1cc(C(F)(F)F)cc(C(F)(F)F)c1)OCC(=O)N2	nt	nt	-6%	1	nt	nt	1%
COC(=O)CSc1nc2c(cnn2-c2ccc(Cl)cc2)c(=O)[nH]1	-18%	4%	1%	-5	12%	4%	4%
CCC(CO)Oc1cc(NCc2ccc(C)cc2)c2ncn(C(C)C)c2c1 (stereo not drawn)	47%	nt	nt	7	-2%	?	1%
O=C1CCCCCN1Cc1ccccc1	-31%	-1%	-14%	25	0%	2%	0%
NC(=O)N/N=C/c1ccc(-c2cccc(C(F)(F)F)c2)o1	-50%	-8%	0%	26	1%	-1%	0%
CCCCN1CCc2c(c3ccccc3n2Cc2ccccc2)C1	13%	1%	-16%	?	-19%	?	6%
Cc1sc(NC(=O)c2cccs2)c(C(N)=O)c1C	-17%	-8%	-14%	53	-1%	?	-1%
Cc1ccc(N2C(=O)NC(=O)/C(=C\c3cn(CC(=O)O)c4ccccc34)C2=O)cc1	170%[activator]	-2%	-3%	61	-9%	12%	-6%
COc1ccc(CCc2nnc(CCC(=O)NCc3ccc4ncccc4c3)o2)cc1	24%	-1%	2%	-1	6%	-24%	0%
COc1ccccc1CNC(=O)c1cccc(-c2ccc(C)c3ccccc23)n1	-16%	0%	-3%	39	nt	-8%[8.37 µM]	nt
O=C(c1cc(-c2ccco2)on1)N1CCN(c2ccccc2)CC1	3.2µM*	5%	-7%	11	0%	?	-5%
CC(NC(=O)CCCn1c(=O)c2cccn2c2cccnc21)c1ccccc1 (stereo not drawn)	nt	nt	-3%	-65*	nt	nt	3%

4 entries from above in a different format.
SMILES | AmpC inh no detg | LmPK inh | AmpC inh detg | HCMV antiviral | AMA1 RON2 block | HCV inhibitor | Tb PYK inh
COc1ccc(-c2csc(NC(=O)c3cccc(N4C(=O)CCC4=O)c3)n2)cc1C | 0% | 4% | -1% | ? | -15% | nt | -3%
Cc1ccc(F)cc1C(=O)N1CCCCC1c1cc(C(=O)NC(C)C)no1 (stereo not drawn) | nt | nt | nt | -5 | -2% | nt | 2%
CCOC(=O)C1=CN(Cc2cccc(F)c2)S(=O)(=O)N(C)C1c1ccccc1 (stereo not drawn) | -15% | nt | nt | -13 | 1% | ? | -10%
Cc1cc2c(cc1S(=O)(=O)Nc1cc(C(F)(F)F)cc(C(F)(F)F)c1)OCC(=O)N2 | nt | nt | -6% | 1 | nt | nt | 1%

Additional compounds:
SMILES	AmpC inh no detg	LmPK inh	AmpC inh detg	HCMV antiviral	AMA1 RON2 block	HCV inhibitor	Tb PYK inh
CCN(CC(=O)NCc1ccc(Cl)cc1)CC(=O)Nc1ccc(C(N)=O)cc1	10%	12%	-8%	-12	25%	13%	2%
CC(C(=O)NCc1ccccc1F)n1ccc2cc(S(=O)(=O)N3CCCC3)ccc21 (stereo not drawn)	nt	nt	3%	2	nt	nt	-11%
Cn1nc(C(C)(C)C)cc1NC(=O)C1(C)CCN1C(=O)C1(c2ccccc2)CCCC1 (stereo not drawn)	nt	nt	nt	-22	-1%	nt	-4%
Cc1ccc2oc(-c3ccc(C)c(NC(=S)NC(=O)c4cccs4)c3)nc2c1	-7%	3%	-10%	96	4%	?	1%
CN1CC(=O)N2[C@H]3c4ccccc4OC[C@@H]3[C@H](c3ccccc3)[C@]2(C)C1=O	14%	nt	nt	-25	-3%	-6%	-2%
O=C(OCc1ccccc1)N1CCC2CC1c1ccc(-c3cccc(F)c3)cc12 (stereo not drawn)	nt	nt	nt	-6	24%	nt	3%
O=C(NC(=S)Nc1cc([N+](=O)[O-])ccc1Cl)c1ccccc1	-30%	5%	-4%	61	-7%	?	-3%
